PHOSPHO1 inh: blocks human PHOSPHO1 phosphatase activity; recombinant PHOSPHO1, absorbance phosphatase assay; inhibition, % at 13.3 µM; hit rate 1.1% among 290,000; AID 1565; in the data active means inhibition above about 60%
Target sequence (Q8TCT1 whole entry, looked up): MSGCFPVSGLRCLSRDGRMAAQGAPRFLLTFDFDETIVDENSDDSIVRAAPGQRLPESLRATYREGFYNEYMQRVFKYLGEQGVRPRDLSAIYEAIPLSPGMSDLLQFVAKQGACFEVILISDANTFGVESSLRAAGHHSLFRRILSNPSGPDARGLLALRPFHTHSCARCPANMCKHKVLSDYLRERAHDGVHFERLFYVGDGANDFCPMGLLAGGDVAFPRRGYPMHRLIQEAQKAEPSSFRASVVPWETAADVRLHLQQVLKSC
FID counter: displaces DNA intercalator in HCV helicase counter-screen; DNA fluorescent intercalator displacement, fluorescence; inhibition, % at 7.9 µM; hit rate 0.17% among 290,000; in the data active means inhibition above about 37%;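 further: 0% = vehicle and 100% = reference compound; higher means more ethidium bromide displaced from hairpin DNA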
V1aR counter: V1a receptor agonism, counter-screen for OXTR agonists | CHO-V1R cells, Fluo-8 calcium fluorescence, agonist mode; 0% DMSO, 100% 3 nM vasopressin | activation, % at 3 µM | hit rate 0.25% among 320,000 | AID 2797;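 active means activation above the mean activation of all tested compounds plus 3 SD, per screening run, cut at about 20% in these data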;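 further: signal is peak over basal fluorescence ratio across a 100 second FLIPR read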
Target sequence (P37288 whole entry, looked up): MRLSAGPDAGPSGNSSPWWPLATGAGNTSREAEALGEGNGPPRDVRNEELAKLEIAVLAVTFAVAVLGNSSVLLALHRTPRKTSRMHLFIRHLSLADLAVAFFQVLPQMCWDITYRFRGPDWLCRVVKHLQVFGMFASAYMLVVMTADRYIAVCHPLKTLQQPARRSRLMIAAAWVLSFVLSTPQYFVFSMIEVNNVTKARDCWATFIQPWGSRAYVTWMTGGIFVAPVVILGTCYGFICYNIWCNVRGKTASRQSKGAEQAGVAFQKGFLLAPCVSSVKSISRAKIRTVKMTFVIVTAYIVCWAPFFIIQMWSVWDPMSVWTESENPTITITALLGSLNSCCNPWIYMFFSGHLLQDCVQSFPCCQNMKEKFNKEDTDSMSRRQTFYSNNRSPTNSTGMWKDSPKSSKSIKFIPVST
IMP-1 inhibitor: inhibitors of Pseudomonas aeruginosa IMP-1 metallo-beta-lactamase; inhibition, % at 5.6 µM; hit rate 0.45% among 290,000; purified IMP-1, nitrocefin hydrolysis, epi-absorbance fluorescence; AID 1556;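 active means inhibition above the mean plus 3 SD of all compounds in the same screening run, cut at about 4.5% in these data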;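 further: 0% = IMP-1 with DMSO and 100% = DMSO wells lacking enzyme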
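Test system: recombinant IMP-1 enzyme, purified / Medium: HEPES buffer pH 7.1 with ZnSO4 and Brij 35 / Doses: single dose, 5.6 µM / Times: 25 °C, 15 min preincubation, 25 min reaction / Detection: Epi-absorbance via hydrolysed-nitrocefin quenching of white-plate fluorescence, 480/530 nm, EDTA stop / Evaluation: percent inhibition from optical density relative to buffer-blank wells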
GalR3 antag: human GalR3 antagonism | O60755 | HEK293 GalR3-CNG cAMP membrane potential fluorescence; galR3 body fused to GalR1 C-terminus | inhibition, % at 3 µM | hit rate 0.44% among 360,000 | AID 651719;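 active means inhibition above the screen-wide average plus 3 SD, cut at about 13% in these data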;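 further: forskolin and galanin both at EC90 stimulate the cells; cAMP rise reported by CNG channel membrane potential dye signal; 0% = forskolin plus galanin with DMSO and 100% = forskolin alone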
NS3 helicase inh: inhibitors of Hepatitis C virus NS3 helicase | hit rate 0.56% among 290,000 | NS3 helicase DNA unwinding, Cy5 molecular beacon fluorescence | inhibition, % at 10.9 µM;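 active means inhibition above the mean of all tested compounds plus 3 SD, set per campaign, cut at about 35% in these data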;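 further: 0% = DMSO wells and 100% = thioflavine S control wells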
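System: Hepatitis C virus NS3 helicase domain fragment enzyme | Reagent: Annealed dual-labelled DNA beacon duplex, ATP-started | Compound dosing: 10.9 µM single point, 0.8% DMSO | Incubation: 1 h reaction at 25 °C, ATP-initiated | Technique: Cy5 fluorescence | Evaluation: Percent inhibition from t60/t0 fluorescence ratio | Benchmarks: Low DMSO, high thioflavine S at 110 µM | Replication: Singlicate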
GPR7 antag: antagonists of human GPR7 (neuropeptides B/W receptor 1). P48145. GPR7-expressing cells, fluorescence antagonist assay. inhibition, % at 4.4 µM. hit rate 1.1% among 290,000. AID 1861; in the data active means inhibition above about 16%, passing the limit was not always enough;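 further: cells stimulated with the agonist NPW; 0% = agonist with vehicle and 100% = vehicle without agonist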
VIM-2 inhibitor: inhibitors of Pseudomonas aeruginosa VIM-2 metallo-beta-lactamase. purified VIM-2, nitrocefin hydrolysis, epi-absorbance fluorescence. inhibition, % at 5.6 µM. hit rate 0.89% among 290,000;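 active means inhibition above the mean of all tested compounds plus 3 SD, cutoff set per screening run, cut at about 7.5% in these data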;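 further: red hydrolysis product quenches plate fluorescence so inhibitors raise well fluorescence; 0% = enzyme with DMSO and 100% = DMSO without enzyme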
OXTR agonist: human OXTR agonism. P30559. CHO-OTR cells, Fluo-8 calcium fluorescence; normalized: DMSO 0%, oxytocin 100%. activation, % at 3 µM. hit rate 0.32% among 320,000. AID 2435;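 active means activation above the mean of all tested compounds plus 3 SD, cutoff set per screening run, cut at about 20% in these data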;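 further: peak over basal fluorescence ratio from a 100 s FLIPR kinetic read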
Target sequence (P30559 whole entry, looked up): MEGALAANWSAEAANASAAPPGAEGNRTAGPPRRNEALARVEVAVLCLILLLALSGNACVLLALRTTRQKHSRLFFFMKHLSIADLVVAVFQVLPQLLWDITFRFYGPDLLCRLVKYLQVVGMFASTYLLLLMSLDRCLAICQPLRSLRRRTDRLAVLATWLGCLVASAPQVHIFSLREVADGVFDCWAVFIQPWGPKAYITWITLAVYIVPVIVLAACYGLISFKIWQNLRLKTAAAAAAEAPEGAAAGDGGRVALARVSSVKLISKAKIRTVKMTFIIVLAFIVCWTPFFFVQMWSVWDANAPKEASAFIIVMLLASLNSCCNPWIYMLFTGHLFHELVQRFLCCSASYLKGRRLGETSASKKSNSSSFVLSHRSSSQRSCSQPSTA
An asterisk follows results filed as active; nt = no result given. No enrichment for hits; any-hit rate near 4.3%.

Below each SMILES – PHOSPHO1 inh	FID counter	V1aR counter	IMP-1 inhibitor	GalR3 antag	NS3 helicase inh	GPR7 antag	VIM-2 inhibitor	OXTR agonist
CC1CCCCC1NC(=O)Cn1nc(-c2ccccc2)ccc1=O (stereo unspecified)
→ 7	-9	0.7	-2.7	1	-5	4	-3.1	-0.3
CC(=O)Nc1ccc(Oc2ccc3nc(C)[nH]c3c2)cc1
→ 24	0	0.2	-1.2	-3	-6	4	-2.6	0.5
Cc1ccc(C)c(S(=O)(=O)N2C(=S)NC(=O)C2C(C)C)c1 (stereo unspecified)
→ -15	-11	0.3	-1.3	3	1	-1	-1.8	0.6
Cc1[nH]c2ccccc2c1C(=O)CN1CCN(C/C=C/c2ccccc2)CC1
→ 40	23	3.9	-0.3	-9	-50	-4	1.8	1.4
Nc1ccc2oc(-c3cc(Br)ccc3Cl)nc2c1
→ 18	-7	-0.4	1.9	nt	-13	-16	5.1	-0.3
CCc1ccc(CN2CCC(N3CCC(C(=O)N4CCCC4)CC3)CC2)o1
→ 36	1	0.2	-2.1	1	-2	-3	-2.3	0.8
CCn1cc(C(=O)O)c(=O)c2cc(F)c(N3CCN(S(=O)(=O)c4ccc(Br)cc4)CC3)cc21
→ -1	2	-1.1	-0.8	nt	4	-3	0.2	-2.4
O=C(c1nc2ncccn2n1)N1CCN(c2ccccc2)CC1
→ -7	0	0.4	-1.1	-1	3	-14	-0.4	1.3
CCC1CCC(C(=O)NC(C(=O)Nc2ccc3c(c2)OCCO3)C(C)C)CC1 (stereo unspecified)
→ 5	-9	-0.1	-3.9	-1	4	-12	-4.2	-1.0
Cc1ccc(S(=O)(=O)NCc2ccc(C(=O)N3CCN(c4ccccc4)CC3)cc2)cc1
→ 73*	-60	8.5	-2.8	-2	-4	10	-3.1	3.3
COc1ccc(S(=O)(=O)N2CCN(C3CC4CCC3C4)CC2)cc1 (stereo unspecified)
→ 18	-5	0.4	-4.5	-9	3	-14	-2.1	0.4
Fc1ccc(-c2cc(C(F)(F)F)nc(NCC3CCCO3)n2)cc1 (stereo unspecified)
→ 0	-7	2.6	-3.2	-5	12	-10	-2.7	-1.3
CCCCN(C(=O)c1cc2ccccc2o1)c1c(N)n(CCC)c(=O)[nH]c1=O
→ -14	-4	0.2	-4.5	1	6	-4	-2.9	0.7
CC1(C)CC(=O)C(N=Nc2cc3c(cc2[N+](=O)[O-])OCCO3)=C(O)C1
→ 29	3	-1.2	-2.3	-1	-5	-8	-0.3	-0.6
CCOc1ccc(NC(=O)NC2CCCc3ccccc32)cc1 (stereo unspecified)
→ 29	-21	0.0	-3.3	0	0	-9	-1.0	-0.8
COCCNC(=O)CCSc1nc(-c2ccc(OC)cc2)cc(C(F)(F)F)n1
→ -4	-23	-1.3	-3.9	-4	-2	-4	1.3	-1.2
Cc1ccccc1OCCN1C(=O)c2ccccc2C1=O
→ 2	-6	-1.3	1.1	-5	1	3	-0.3	-1.5
CC(C)CC(=O)N=C1SC2CS(=O)(=O)CC2N1Cc1ccccc1 (stereo unspecified)
→ 5	-4	0.1	-4.1	11	1	-6	-1.8	0.2
Cn1c2ccc(CC(=O)O)cc2c2cc(CC(=O)O)ccc21
→ -13	4	0.5	0.3	-5	11	-10	-3.2	-1.1
COc1ccccc1CC(=O)NNC(=O)c1ccco1
→ 2	-2	0.6	-0.9	-8	-1	-14	-1.5	-0.7
O=S(=O)(c1cc(Cl)ccc1Cl)N1CCN(Cc2ccco2)CC1
→ 53	-30	-0.4	-2.3	-1	-3	4	-2.1	-1.8
CC1CCN(c2ccc(C(=O)NCc3ccc4c(c3)OCO4)cc2[N+](=O)[O-])CC1
→ 4	-15	-0.1	-3.9	-1	-4	-7	-2.6	-2.4
O=C1CC(c2ccc(S(=O)(=O)NC3CC3)cc2)CN1 (stereo unspecified)
→ -2	-2	-0.3	-4.3	1	-2	-3	-4.1	1.7
CC(C)(C)NS(=O)(=O)c1cc(C(=O)O)ccc1Cl
→ 13	11	0.9	-2.9	-5	-3	-1	-4.3	1.6
Fc1ccccc1Cn1cnc(NC(=S)NCCc2ccccc2)n1
→ 19	-6	0.3	-4.5	nt	8	10	-1.2	0.7
CC(Oc1ccc2c(=O)c(-c3ccc(Cl)cc3)c(C(F)(F)F)oc2c1)C(=O)O (stereo unspecified)
→ 24	-31	0.7	0.3	0	14	-13	-1.6	1.0
Cc1ccnc(NS(=O)(=O)c2ccc(N=CC3=C(O)CC(C)(C)CC3=O)cc2)n1
→ 14	-6	0.4	0.0	-4	-2	1	0.2	0.7
Cc1cccc(C)c1NC(=O)c1ccc(CN2CCc3ccccc3C2)cc1
→ 18	3	0.9	-2.3	-5	2	-3	-3.2	0.4
COc1ccc(/C=C2\Sc3ccc(C(=O)N4CCN(Cc5ccccc5)CC4)cc3N(C)C2=O)cc1OC
→ 29	-34	8.2	-1.6	60*	-54	20	1.5	5.4
O=C(O)Cc1cn(Cc2ccc(F)cc2)c2ccccc12
→ -5	-23	1.0	-2.1	-4	2	-6	-2.2	0.9

(continued)
Below each SMILES – PHOSPHO1 inh	FID counter	V1aR counter	IMP-1 inhibitor	GalR3 antag	NS3 helicase inh	GPR7 antag	VIM-2 inhibitor	OXTR agonist
CCn1nc(C)cc1C(=O)NC1CCCc2c1cnn2-c1ccc(C)c(C)c1 (stereo unspecified)
→ 18	-61	8.0	-2.4	-7	-1	-10	0.0	5.0
COc1ccc(C)cc1NC(=O)c1nnn(Cc2cc(C)ccc2C)c1N
→ -15	1	4.7	-2.6	-1	-6	-13	1.2	3.1
Cn1c(=O)c(N)c2c3c(c(Br)ccc31)C(=O)c1ccccc1-2
→ 27	9	28*	-0.3	-4	10	-8	8.4*	25*
Cn1c(-c2ccc(C(=O)c3ccccc3)s2)nc2ccccc21
→ nt	-1	1.2	-2.3	-4	-2	9	0.9	-1.1
Cc1nc(N=Nc2ccc(O)cc2)n[nH]1
→ -5	-1	-0.1	-3.4	-1	1	-10	-2.8	0.5
COc1ccc(-c2nnc(SCC(=O)Nc3cc(C)on3)n2C)cc1OC
→ 21	-13	-0.3	-1.9	-6	1	-5	-1.3	0.7
O=C(OCc1ccc(COC(=O)c2ccc(O)cc2)cc1)c1ccc(O)cc1
→ 24	4	7.2	0.2	nt	-27	11	-3.0	7.2
O=C(CCCN1C(=O)/C(=C/c2cccs2)SC1=S)Nc1ccc(O)c(C(=O)O)c1
→ 40	3	nt	-0.1	nt	-14	-7	9.7*	nt
CN(C)C(=O)CSc1nnc([C@H](Cc2c[nH]c3ccccc23)NC(=O)OC(C)(C)C)o1
→ 7	nt	2.2	nt	-4	nt	nt	nt	3.5
O=C(O)C/C(=C\c1ccc(N2CCOCC2)c([N+](=O)[O-])c1)c1nc2ccccc2s1
→ 23	-27	1.3	-1.6	-1	13	-9	1.8	-0.2
COc1ccc(NC(=O)c2ccccc2O)c(OC)c1
→ -4	-6	-0.1	-4.6	-5	3	6	-6.0	0.1
O=[N+]([O-])c1nn(-c2ccc3c(c2)OCCO3)n(O)c1=NC1CCCC1
→ 9	2	-1.3	-3.5	2	-5	-9	-5.2	-0.8
O=C(c1ccc(Br)cc1)N1CCCc2ccccc21
→ 27	-20	-1.0	-2.1	-8	-16	-7	0.5	-2.1
Cc1ccc(C(OCC(C)(C)C[N+](C)(C)C)c2ccccc2)cc1 (stereo unspecified)
→ -5	21	0.5	-1.4	6	-15	-17	-0.2	-0.3
CC1=CCC2C(=O)N(Cc3ccccc3)C(=O)C2C1 (stereo unspecified)
→ 10	-3	-0.7	-4.5	-4	-6	-6	-3.0	-1.1
CC(=O)NC(Cc1ccc(C)cc1)C(=O)NC1CCN(C(=O)NCc2ccccc2)CC1 (stereo unspecified)
→ 18	-22	nt	-1.5	-6	2	-15	-4.8	nt
COc1ccc(-c2nnc(NC(=O)C(C)C)s2)c(OC)c1
→ -3	-7	0.0	-5.0	nt	-3	-4	-2.9	2.4
CCN=C1SC(CC(=O)Nc2ccc(N3CCOCC3)cc2)C(=O)N1CC (stereo unspecified)
→ 8	-3	0.9	-2.9	-2	3	-21	-0.8	0.5
O=C(COC(=O)CNC(=O)c1ccccc1Cl)Nc1ncc(C(F)(F)F)cc1Cl
→ -2	-4	0.4	0.8	2	-21	2	-1.6	0.9
CCOC(=O)c1ccc(-n2c(C)nc3ccccc3c2=O)cc1
→ 7	-7	3.3	2.5	-2	1	-4	-0.7	-0.3
CC(=O)NC1C(Oc2ccccc2C)OC2COC(c3ccco3)OC2C1O (stereo unspecified)
→ -4	-8	0.2	0.8	-1	6	1	0.7	1.1
O=C(O)C1CCC(CNCc2ccccc2Cl)CC1 (stereo unspecified)
→ 1	3	0.1	-1.7	-4	0	-9	-5.0	-0.2
Cc1nn(-c2ccccc2)nc1C(=O)NN
→ 33	-15	-1.5	-0.8	-4	-10	-18	-1.8	-2.4
O=C(CN1CCN(c2ccccn2)CC1)Nc1cccc(Cl)c1Cl
→ 5	-32	-0.5	-3.7	-10	-8	-4	-1.9	-1.1
Cc1cc(=O)n(C(C)(C)C)c(=O)n1Cc1ccccc1
→ -1	-11	3.1	-0.7	-9	-4	2	-1.5	-1.1
COc1cc(C(=O)Nc2sc3c(c2C(=O)O)CCC(C)C3)cc(OC)c1OC (stereo unspecified)
→ 33	-14	1.3	0.2	3	18	-12	0.2	-0.8
Cn1cc(CN2CCCC(C(=O)c3nccn3C)C2)c(-c2cccc(Cl)c2)n1 (stereo unspecified)
→ 46	9	0.3	-2.4	0	0	-9	-1.9	0.0
COC(=O)/C(C#N)=C/c1ccc(N2CCOCC2)c([N+](=O)[O-])c1
→ 47	-3	0.1	-0.8	-4	-8	-10	-2.2	0.6
CC(C)CCCN1C(Nc2ccccc2)=NC[C@@H]1CC(C)C
→ 4	10	1.0	-3.3	-9	-21	22	-1.4	2.6
Cc1ccccc1OCC(=O)OCC(=O)Nc1ccc(N2CCOCC2)cc1
→ -6	-5	1.8	-0.1	-1	14	-17	1.6	-0.2

PHOSPHO1 inh: what is marked active above
SMILES,PHOSPHO1 inh,IMP-1 inhibitor,GalR3 antag,NS3 helicase inh,GPR7 antag,VIM-2 inhibitor
Cc1ccc(S(=O)(=O)NCc2ccc(C(=O)N3CCN(c4ccccc4)CC3)cc2)cc1,73*,-2.8,-2,-4,10,-3.1

Later entries:
Below each SMILES – PHOSPHO1 inh	FID counter	V1aR counter	IMP-1 inhibitor	GalR3 antag	NS3 helicase inh	GPR7 antag	VIM-2 inhibitor	OXTR agonist
CCOc1ccc(C(=O)NCC(=O)OC2CCOC2=O)cc1OCC (stereo unspecified)
→ -16	-1	0.6	-2.7	2	-4	-5	-2.2	0.7
COc1ccc(-c2nc3ccccc3o2)cc1NC(=O)c1ccc(Br)o1
→ 14	1	-0.4	-2.3	3	-3	-8	-1.0	-1.5
C=CCNC(=O)/C(C#N)=C/c1c(N2CCN(c3cccc(Cl)c3)CC2)nc2c(C)cccn2c1=O
→ 24	-13	0.5	-1.9	-11	-9	-7	0.7	-1.1
O=C(CNCCO)NC12CC3CC(CC(C3)C1)C2
→ 1	-2	1.5	-2.3	5	0	-12	-1.7	1.1

Screening results (PubChem)
